Source: PubChem BioAssay
Rab7 wt GTP bind – modulators of GTP binding to dog Rab7 wildtype GTPase; AID 758; GTP binding activity (percent of control), % at 10 µM; GST-Rab7 beads, fluorescent GTP binding, flow cytometry; actives lie on both sides; untreated = 100%, excess cold GTP = 0%; actives 0.055% (n = 190,000);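 active = fluorescent GTP binding to Rab7 beads changed by at least 20 points from the 100% baseline, either direction, mostly lower; inconclusive = compound itself probably fluorescent, or too few beads counted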;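 also: median green fluorescence of bound Bodipy-FL-GTP per Rab7 bead population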
Mcl1 Bid PPI – Mcl-1/Bid interaction inhibition; actives 0.97% (n = 220,000); Q07820; TR-FRET Mcl-1/Bid-Dy647 peptide binding, 1536-well; inhibition, % at 21.7 µM;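 active = compounds that cut the binding signal by more than half at the single screening dose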;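 also: His-tagged Mcl-1 with europium anti-His antibody binding Bid BH3 peptide; 0% = Mcl-1 plus peptide wells and 100% = peptide-only wells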
Target sequence (Q07820 whole entry, looked up): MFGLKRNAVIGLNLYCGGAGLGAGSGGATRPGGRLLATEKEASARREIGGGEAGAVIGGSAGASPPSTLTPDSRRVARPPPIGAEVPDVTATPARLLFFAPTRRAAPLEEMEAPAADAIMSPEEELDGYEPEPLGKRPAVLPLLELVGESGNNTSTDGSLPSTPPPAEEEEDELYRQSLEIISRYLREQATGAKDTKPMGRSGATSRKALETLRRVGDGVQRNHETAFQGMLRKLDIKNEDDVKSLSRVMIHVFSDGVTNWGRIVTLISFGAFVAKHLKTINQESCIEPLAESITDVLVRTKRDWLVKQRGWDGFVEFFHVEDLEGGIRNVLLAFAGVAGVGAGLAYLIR
Mcl1-Noxa inh – Mcl-1/Noxa interaction inhibition; Q07820; TR-FRET Mcl-1/Noxa peptide binding, 2 h; inhibition, % at 21.7 µM; actives 1.5% (n = 220,000); AID 1022;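 active = compounds that cut the protein-peptide binding signal by more than 50% relative to plate controls in a single-dose test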;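 also: His-tagged Mcl-1 with rhodamine Noxa BH3 peptide and terbium anti-His antibody; 0% = Mcl-1 plus Noxa peptide wells and 100% = peptide-only wells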
GSH fluor – compound fluoresces at 488/530 nm on GSH beads; GSH beads flow cytometry, compound fluorescence 488/530 nm; hits give high values; fluorescence (KMESF) at 10 µM; actives 0.25% (n = 190,000); AID 1776; in the data active = fluorescence above about 89;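 also: glutathione beads carrying GST-tagged Bcl family fusion proteins plus one bare bead set; values are compound well signal with DMSO vehicle wells as background; inactives centre near 16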
HRas wt GTP bind – human HRas wildtype GTP binding, change in either direction; GST-Ras wt beads, Bodipy-FL-GTP binding, flow cytometry; actives lie on both sides; AID 759; GTP binding activity, % at 10 µM; actives 0.14% (n = 190,000);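 active = GTP binding activity at least 20% away from the 100% baseline, either lowered as inhibitor or raised as activator; inconclusive = flagged as likely green fluorescent, judged across all proteins in the well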;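 also: 0% = unlabeled GTP competition control and 100% = no-compound control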
Target sequence (P01112 whole entry, looked up): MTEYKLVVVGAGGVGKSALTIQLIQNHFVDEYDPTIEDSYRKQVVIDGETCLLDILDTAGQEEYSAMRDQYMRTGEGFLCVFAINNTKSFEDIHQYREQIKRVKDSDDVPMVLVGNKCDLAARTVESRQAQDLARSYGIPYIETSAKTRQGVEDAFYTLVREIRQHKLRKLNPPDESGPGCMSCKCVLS
Rab2 wt GTP – changes GTP binding to wildtype dog Rab2A, up or down. GST-Rab2 wt beads, Bodipy-GTP binding, flow cytometry. GTP binding activity, % at 10 µM. actives 0.19% (n = 190,000). AID 760;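 active = GTP binding activity at least 20 points away from 100%, either lowered or raised; inconclusive = signal likely due to the compound's own green fluorescence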;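 also: 0% = beads with excess unlabeled GTP and 100% = no-compound control corrected for plate trend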
Rac1 act GTP bind – modulators of GTP binding to human Rac1 activated mutant; P63000; percent activity (GTP binding), % at 10 µM; AID 764; actives 0.11% (n = 190,000); GST-Rac1 activated beads, fluorescent GTP binding, flow cytometry; actives lie on both sides; 100% means binding = to untreated wells;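 active = GTP binding at least 20 percentage points away from the 100% baseline, in either direction, so actives lie on both sides; inconclusive = Compound likely fluorescent itself, or too few beads counted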
Cdc42 wt – human Cdc42 wildtype GTP binding change, either direction; GST-Cdc42 beads, Bodipy-GTP binding, flow cytometry; actives lie on both sides; percent activity (GTP binding), % at 10 µM; actives 0.2% (n = 190,000); AID 761;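 active = percent activity GTP binding at least 20 points away from the 100% baseline, either down as inhibitor or up as activator; inconclusive = compound flagged as likely green fluorescent from well-wide comparison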;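 also: median bead fluorescence of bound Bodipy-FL-GTP at 100 nM; 0% = excess unlabeled GTP control and 100% = no compound control; below 100% means less GTP binding so inhibitor and above means activator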
Target sequence (P60953 whole entry, looked up): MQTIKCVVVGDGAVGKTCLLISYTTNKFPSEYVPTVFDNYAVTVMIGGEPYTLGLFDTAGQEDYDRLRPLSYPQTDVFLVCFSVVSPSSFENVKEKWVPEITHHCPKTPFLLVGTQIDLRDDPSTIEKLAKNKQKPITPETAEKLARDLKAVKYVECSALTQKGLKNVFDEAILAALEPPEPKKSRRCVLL
Avidin fluor – compound fluoresces at 488/530 nm on avidin beads; actives 0.38% (n = 220,000); fluorescence (KMESF) at 10 µM; compound fluorescence 488/530 nm, flow cytometry; hits give high values; in the data active = fluorescence above about 47; also: inactives centre near 10
Pf gamet viab – kills late stage P. falciparum gametocytes; inhibition, % at 10.9 µM; P. falciparum stage V gametocytes, ATP luminescence, 24 h; actives 0.065% (n = 150,000);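 active = inhibition above the mean plus 3 SD of compounds within the control limits, set per campaign, cut at about 38% in these data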;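 also: 0% = DMSO wells and 100% = medium only without gametocytes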
Rac1 wt modul – human Rac1 wildtype GTP binding, inhibitors and activators; P63000; GST-Rac1 beads, fluorescent GTP binding, flow cytometry; actives lie on both sides; 0 = cold GTP competed, 100 = untreated; GTP binding activity (% of control), % at 10 µM; actives 0.27% (n = 190,000);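 active = GTP binding activity at least 20 points away from the 100% control level, either lower or higher; inconclusive = compound flagged as likely green fluorescent, judged across all proteins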
* hit, by the source's call; u = inconclusive; x = not tested or not shown. Not a hit list; any-hit rate near 3%.

# | canonical_smiles | Rab7 wt GTP bind | Mcl1 Bid PPI | Mcl1-Noxa inh | GSH fluor | HRas wt GTP bind | Rab2 wt GTP | Rac1 act GTP bind | Cdc42 wt | Avidin fluor | Pf gamet viab | Rac1 wt modul
1 | O=C(COc1ccc(F)cc1)NCC1CCCO1 (centres undefined) | 101 | 7 | -9 | 30 | 106 | 106 | 103 | 107 | 23 | -4 | 110
2 | Cc1ccccc1S(=O)(=O)Cc1ccc(C(=O)N2CCN(c3cccc(C)c3C)CC2)o1 | 99 | -11 | -8 | 16 | 99 | 95 | 96 | 94 | 12 | x | 97
3 | O=C(CSc1ncn[nH]1)N(C1CCCCC1)C1CCCCC1 | 100 | -12 | -2 | 36 | 97 | 97 | 95 | 97 | 11 | -6 | 96
4 | COc1ccc(CCNC2=NCCS2)cc1 | 95 | -5 | 2 | 21 | 96 | 97 | 95 | 97 | 14 | -13 | 94
5 | CCOC(=O)c1oc2ccccc2c1NC(=O)CN1CCOCC1 | 97 | -10 | 2 | 12 | 102 | 100 | 102 | 103 | 10 | x | 107
6 | CC(C)c1ccc(S(=O)(=O)N2CCN(C(=O)c3ccco3)CC2)cc1 | 96 | -9 | 23 | 11 | 95 | 95 | 94 | 93 | 10 | 24 | 98
7 | CCOc1ccc(C(=O)CN2CCN(S(=O)(=O)c3ccc(F)cc3)CC2)cc1 | 93 | -3 | -2 | 13 | 96 | 96 | 94 | 96 | 35 | 5 | 94
8 | CCCCn1c(NCc2ccccc2O)nc2ccccc21 | 101 | -24 | 28 | 22 | 102 | 101 | 99 | 102 | 8 | x | 105
9 | Oc1oc(-c2cccc3ccccc23)nc1C=NCc1ccccc1 | 99 | 8 | 7 | 25 | 99 | 97 | 97 | 101 | 4 | x | 105
10 | Fc1cc(F)cc(NC(=S)Nc2ccccc2N2CCOCC2)c1 | 95 | -23 | 18 | 21 | 97 | 96 | 96 | 97 | 6 | x | 101
11 | CC1(C)[C@H]2CC=C(CN3CCC(N4CCC(C(=O)N5CCCC5)CC4)CC3)[C@@H]1C2 | 96 | 4 | 9 | 53 | 99 | 98 | 99 | 99 | 9 | 6 | 98
12 | CC(OC(=O)c1cc2sccc2n1C)C(=O)NCCc1ccccc1 (centres undefined) | 99 | 3 | 18 | 16 | 101 | 102 | 100 | 104 | 6 | x | 106
13 | O=C(O)c1ccc(S(=O)(=O)Nc2ccc(F)c(Cl)c2)cc1 | 93 | -13 | -1 | 14 | 98 | 97 | 99 | 100 | 34 | 19 | 100
14 | Cc1nn(Cc2c(F)c(F)c(F)c(F)c2F)c(C)c1NC(=O)c1c(-c2ccccc2)nn(-c2ccccc2)c1C | 102 | -17 | -12 | 22 | 101 | 98 | 98 | 100 | 4 | x | 102
15 | CC1(C)Cc2c(C#N)c(SCCOc3ccccc3)nc(N3CCOCC3)c2CO1 | 96 | -2 | -54 | 35 | 98 | 97 | 98 | 101 | 12 | x | 101
16 | COc1ccc(S(=O)(=O)N2CCOCC2)cc1NC(=O)Cc1c(Cl)cccc1Cl | 98 | -13 | -17 | 7 | 98 | 99 | 97 | 98 | 4 | 5 | 99
17 | Cc1cccc(C)c1NC(=O)COc1cccc(/C=N/NC(=O)C(=O)NCc2ccccc2)c1 | 94 | -12 | -9 | 18 | 97 | 95 | 94 | 96 | 57* | x | 97
18 | CCN(CC)c1ccc(N=Cc2c(C)[nH]c3ccccc23)cc1 | 96 | -102 | 61* | 6 | 103 | 98 | 101 | 98 | -1 | x | 103
19 | c1ccc(-n2nnnc2SCCCSc2nc3ccccc3s2)cc1 | 102 | -28 | 7 | 24 | 102 | 99 | 98 | 102 | 11 | -11 | 112
20 | O=C1C(=O)N(Cc2ccccc2)C(=O)N1CCN1C(=O)c2ccccc2C1=O | u | -1 | 9 | 51 | u | u | u | u | 20 | x | u
21 | CCCSc1nc2c(cnn2-c2ccc(C)c(C)c2)c(=O)[nH]1 | 97 | -33 | -137 | 22 | 102 | 101 | 103 | 104 | 7 | x | 110
22 | COc1ccc(/C=N/NC(=S)Nc2ccccc2)cc1 | 94 | -18 | -13 | 12 | 97 | 96 | 95 | 94 | 10 | -12 | 98
23 | CCN(CC)c1ccc(C(=O)OCC(=O)Nc2ccc3[nH]c(=O)[nH]c3c2)cc1 | 92 | -43 | 55* | 8 | 90 | 92 | 92 | 90 | 6 | 8 | 92
24 | CN(c1ccc(C(=O)Nc2ccccc2C(=O)N2CCCC2)cc1)S(C)(=O)=O | 99 | -5 | 7 | 10 | 101 | 101 | 101 | 102 | 8 | 9 | 102
25 | COc1ccccc1C(=O)NCC(=O)Nc1ccccc1 | 101 | -20 | -6 | 38 | 99 | 100 | 100 | 99 | 5 | x | 98
26 | O=[N+]([O-])c1cc(S(=O)(=O)N2CCCC2)ccc1N/N=C/c1ccccn1 | 110 | -40 | 13 | 14 | 105 | 105 | 102 | 103 | 5 | 11 | 106
27 | CCOC(=O)N1CCN(CC(O)COc2ccccc2C(C)C)CC1 (centres undefined) | 103 | -1 | 20 | 23 | 104 | 103 | 102 | 102 | 10 | -17 | 113
28 | CCCC12CN3CC(C)(CN(C1)C31C(=O)Nc3ccc(C)cc31)C2=O (centres undefined) | 99 | -2 | -1 | 25 | 97 | 96 | 96 | 98 | 18 | -3 | 99
29 | COc1ccc([N+](=O)[O-])cc1N(CC(=O)Nc1ccccc1C(=O)N1CCCC1)S(C)(=O)=O | 103 | -12 | 15 | 18 | 100 | 99 | 95 | 99 | 7 | 0 | 100
30 | O=C(C1CCN(S(=O)(=O)N2CCC3(CC2)OCCO3)CC1)N1CCc2ccccc2C1 | 101 | -7 | 9 | 12 | 99 | 101 | 98 | 101 | 11 | x | 103
31 | Cc1cc(C)n(Cc2n[nH]c(=S)n2Cc2ccccc2)n1 | u | -9 | 14 | 19 | u | u | u | u | 8 | x | u
32 | Cc1ccc(S(=O)(=O)N2CCN(C(=O)CCC(=O)NCc3ccc(F)cc3)CC2)cc1 | 97 | -32 | 5 | 7 | 97 | 96 | 97 | 100 | 11 | 21 | 101
33 | CCCCCC(/C=N/Nc1ccc(S(=O)(=O)N2CCOCC2)cc1[N+](=O)[O-])=C\c1ccccc1 | 93 | -2 | 16 | 4 | 96 | 96 | 95 | 98 | 7 | -50 | 98
34 | CCc1cccc(CC)c1NC(=S)Nc1ccccc1 | 108 | -32 | 6 | 12 | 100 | 99 | 95 | 94 | 11 | -15 | 97
35 | O=C(Nc1ccc2c(c1)OCCO2)c1cncc(Br)c1 | 101 | -8 | -7 | 11 | 99 | 101 | 99 | 100 | 8 | 18 | 100
36 | Cc1nn(C)c(C)c1NC(=O)c1ccc(Br)o1 | 104 | -9 | 1 | 11 | 102 | 103 | 98 | 103 | 20 | 13 | 106
37 | COc1cccc(C2=NOC(C(=O)NCc3ccco3)C2)c1 (centres undefined) | 103 | 3 | -8 | 17 | 101 | 102 | 98 | 102 | 7 | x | 100
38 | O=C(c1ccccc1)c1cc([N+](=O)[O-])ccc1N1CCCC1 | 104 | -4 | 1 | 16 | 99 | 98 | 97 | 102 | 15 | -2 | 102
39 | CCOC(=O)c1[nH]c2ccc(OC)cc2c1NC(=O)N1CCOCC1 | 97 | -14 | 13 | 25 | 101 | 100 | 100 | 101 | 12 | x | 98
40 | CCN(CC)S(=O)(=O)c1ccc(C)c(C)c1 | 102 | -9 | 14 | 35 | 101 | 99 | 96 | 99 | 12 | -5 | 103
41 | Cc1cccc(C)c1NC(=S)N(Cc1ccccc1)Cc1cccnc1 | 107 | -24 | 11 | 11 | 102 | 101 | 97 | 105 | 9 | -12 | 106
42 | COC(=O)c1cc(=O)nc2sccn12 | 94 | 7 | 15 | 59 | 93 | 92 | 92 | 94 | 8 | x | 93
43 | Cc1cc(C)n(-c2nc3c(c(=O)[nH]c(=O)n3C)n2Cc2ccccc2)n1 | 105 | -17 | -4 | 9 | 101 | 101 | 98 | 103 | 8 | x | 106
44 | O=C(CC(=O)c1ccccc1)Nc1ccc2c(c1)OCCO2 | u | -14 | -7 | 13 | u | u | u | u | 18 | x | u
45 | CC(C)OC(=O)c1c(NC(=O)c2cnn3c2NC(c2ccccc2)CC3C(F)(F)F)sc2c1CCCC2 (centres undefined) | 102 | -15 | -12 | 20 | 103 | 105 | 101 | 102 | 12 | -33 | 100
46 | COc1ccc(/C=C/C(=O)O/N=C(\N)c2ccccc2)cc1OC | 99 | -7 | -1 | 16 | 101 | 100 | 101 | 105 | 18 | 0 | 103
47 | Cn1c(=O)[nH]c(=O)c2c1nc(N1CCN(c3cccc(Cl)c3)CC1)n2CCCc1ccccc1 | 100 | 2 | -1 | 14 | 100 | 102 | 99 | 104 | 12 | x | 106
48 | COC(=O)CSc1nnc(-c2ccco2)n1Cc1ccco1 | 102 | -35 | 14 | 27 | 101 | 103 | 98 | 99 | 72* | x | 103
49 | COc1ccc2c(C)cc(SCC(=O)Nc3cccnc3Cl)nc2c1 | 103 | -72 | -108 | 11 | 98 | 100 | 95 | 97 | 9 | 4 | 96
50 | O=C(CSc1nnc(-c2ccncc2)n1Cc1ccco1)N1c2ccccc2Sc2ccc(Cl)cc21 | 101 | -4 | 5 | 21 | 97 | 94 | 95 | 98 | 7 | x | 101
51 | Cc1cc(C)cc(C(=O)NCC(=O)OCC(=O)Nc2ccc(C)cc2Br)c1 | 103 | -7 | -6 | 12 | 98 | 97 | 95 | 100 | 10 | 8 | 99
52 | COc1ccccc1N1CCN(C(=O)c2ccncc2)CC1 | 95 | -23 | 18 | 5 | 96 | 96 | 96 | 99 | 8 | x | 100
53 | Cc1c(Cl)cccc1NC(=S)N1CCOCC1 | 101 | -49 | -15 | 7 | 102 | 99 | 104 | 104 | 2 | -7 | 107
54 | Cc1ccc(NC(=O)/C=C\C(=O)O)c([N+](=O)[O-])c1 | 100 | 17 | 3 | 12 | 99 | 102 | 100 | 104 | 10 | -4 | 101
55 | COc1ccc(C2CCN(CC(=O)N(C)C)CC2O)cc1 (centres undefined) | 108 | -19 | 3 | 13 | 103 | 102 | 96 | 96 | 13 | 5 | 99
56 | O=C(Nc1cccc(-c2nc3ccccc3[nH]2)c1)c1ccco1 | 103 | -22 | 18 | 11 | 98 | 99 | 96 | 97 | 17 | 10 | 100
57 | Clc1ccc2c(NNc3ccccc3Cl)ccnc2c1 | 92 | -10 | 12 | 24 | 95 | 95 | 95 | 94 | 30 | x | 96
58 | CCOC(=O)c1ccc(CC2S/C(=C(\C#N)C(C)=O)NC2=O)cc1 (centres undefined) | 95 | -25 | 14 | 7 | 97 | 96 | 93 | 95 | 11 | x | 92
59 | Cc1cc(C)n(-c2cc(Oc3ccccc3)ncn2)n1 | 104 | -1 | -14 | 13 | 102 | 103 | 103 | 104 | 9 | x | 106
